Assay outcomes as filed in PubChem BioAssay.
mHTT-CaM PPI inh: mutant huntingtin-calmodulin interaction inhibitors – biochemical, AlphaScreen, primary screen. P42858. AlphaScreen His-mHTT/GST-CaM binding, luminescence. inhibition, % at 15 µM. 190,000 compounds, 3.6% hits;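 note: 0% = both proteins with DMSO and 100% = one protein alone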
Pf apPOL block: Pf-apPOL inhibitors, biochemical, fluorescence. Recombinant Pf-apPOL, molecular beacon fluorescence, 1.5 h. 210,000 compounds, 0.25% hits. inhibition, % at 10 µM
Starred values were filed as active, the others as inactive; . = not tested or not shown; & = joins results of further samples. Cut-off read from the data, not from the text of the source: active = inhibition above about 50%; inactive = the rest.

SMILES	mHTT-CaM PPI inh	Pf apPOL block
Cc1noc(C)c1C(=O)N1CCCC1c1c(C)noc1C (stereo unspecified)	0	-4
CNC(=O)C1CN(C(=O)c2ccc(OC)c(OC)c2)CC12CCCC2 (stereo unspecified)	0	0
CCOC(=O)COc1cc2oc(=O)c3c(c2cc1Cl)CCC3	-4	-1
C1=C(c2ccc(-c3ccccc3)cc2)Nc2ncnn2C1c1cccs1 (stereo unspecified)	15	-8
CCc1ccc(NC(=O)N2CC3CN(S(=O)(=O)c4ccccc4)CC(C2)O3)cc1	11	-3
COc1ccc(NC(=O)CSc2nnc(NC(=O)c3ccccc3Br)s2)cc1	1	-8
Cc1ccc2c(c1)c(=O)c1ccccc1n2CC(=O)Nc1ccccc1F	-7	-6
Cc1onc(-c2ccccc2)c1C(=O)Nc1c(C(C)(C)C)nn(C)c1C(C)(C)C	.	-9
Cc1n[nH]c(=O)nc1NCc1ccccc1	0	0
O=C(c1nn2c(c1Br)NC(c1cccs1)CC2C(F)(F)F)N1CCCCC1 (stereo unspecified)	20	5
CC(=O)N1CC[C@H]2CC(=O)CC[C@@]21C	-7	-2
O=C(NN1C(=O)c2ccccc2C1=O)c1cccs1	-3	-6
CC(C)NC(=O)NC1CCN(C(=O)c2ccc(F)cc2)C1 (stereo unspecified)	-5	-4
Cn1ncc(I)c1C(=O)O	-9	-3
COc1cc(C(=O)Nc2cccc(-c3nc4cc(C)cc(C)c4o3)c2)cc(OC)c1OC	-4	-5
C=CCn1c(=N)c(S(=O)(=O)c2ccc(Cl)cc2)cc2c(=O)n3ccccc3nc21	-5	-13
Cc1ccc(CNC(=O)CCCn2c(=O)c3sccc3n(Cc3ccccc3F)c2=O)cc1	-1	-2
CCCC1c2cccn2CCN1C(=O)Nc1ccccc1Cl (stereo unspecified)	-1	-2
O=C(CSc1ncccc1C(=O)O)c1ccc(Cl)cc1	-4&-4	-3&49
CCC(=O)Nc1cccc(-c2noc(C3CCN(C(=O)c4ccc(F)c(F)c4)CC3)n2)c1	44	-8
Cn1c(=O)c2[nH]c(I)nc2n(C)c1=O	-1	-1
CN(C)c1cccc(C(=O)Nc2nccs2)c1	26	-1
COc1ccccc1C(NC(C)=O)c1cc(Cl)c2cccnc2c1O (stereo unspecified)	71*	7
Cc1nc2cc(N3CCCC(C(=O)NC4CCCCC4)C3)cnc2nc1C (stereo unspecified)	-2	1
O=C(Nc1ccc(F)cc1)C1CCc2sc(C(=O)N3CCCCC3)cc2C1 (stereo unspecified)	3	0
CC(C)CN(CC(C)C)S(=O)(=O)N1CCC(C(=O)O)CC1	-5	33
O=C1Nc2ccc(Br)cc2/C1=C/c1ccc(O)cc1	100*	-29
CC(NC(=O)c1ccc(NC(=O)C2CC2)cc1N1CCCCCC1)c1cccnc1 (stereo unspecified)	-2	4
O=C(NC1CCCCC1)C1CC(=O)N(Cc2ccc(F)cc2)C1 (stereo unspecified)	-3	-10
CCCc1ccc(C(=O)Nc2ncccc2OCc2ccc(Cl)c(Cl)c2)cc1	.	6&-4
O=C(NC1CCCC1)c1csc(-c2ccncc2)n1	-9	-1
COc1ccc(-c2c(C#N)c(N)nc(SC3CCCCC3=O)c2C#N)cc1 (stereo unspecified)	9	9
CCc1ccc(OCC(=O)Nc2nnc(C3CC(=O)N(c4ccc(Cl)cc4)C3)o2)cc1 (stereo unspecified)	10	-2
Cc1ccc(NC(=O)CSc2nc(-c3ccccc3)cc(=O)[nH]2)cc1	0	-2
O=C(O)CCCNS(=O)(=O)c1ccc(Br)s1	-6&1	-12
CSC(SC)=C(C#N)S(=O)(=O)C(C)C	.	-3
O=C(NCc1ccco1)N1c2ccccc2Sc2ccccc21	3	-2
Nc1ccccc1Sc1nc(-c2ccccc2N)ccc1[N+](=O)[O-]	.	5
O=C(CSc1ncc(CO)n1Cc1ccc2c(c1)OCO2)N1CCc2ccccc21	16	-2
Cn1cnc2c1c(=O)[nH]c(=O)n2C	.	-6

Of the compounds above, these contain a cyano group.
SMILES	mHTT-CaM PPI inh	Pf apPOL block
COc1ccc(-c2c(C#N)c(N)nc(SC3CCCCC3=O)c2C#N)cc1 (stereo unspecified)	9	9
CSC(SC)=C(C#N)S(=O)(=O)C(C)C	.	-3

Next part
SMILES	mHTT-CaM PPI inh	Pf apPOL block
Cc1ccc(S(=O)(=O)Nc2ccc(OC(F)F)cc2)cc1	.	-4&-8
CC(=O)c1ccc(O)c2c1C1C=CCC1C(c1ccc(Cl)cc1)N2 (stereo unspecified)	64*	-7
O=C(CN1CCN(c2nc3cc(Cl)ccc3s2)CC1)c1ccc(-c2ccccn2)s1	.	-2
Cc1ccc(CNC(=O)Cc2cn(C)c3ncccc23)o1	0	-1
CCCCN1CC(C)(C)Oc2cccc(F)c2S1(=O)=O	-6	-6
Cc1cc(C)c(C#N)c(SCCS(=O)(=O)c2nc3ccccc3s2)n1	-2	-1
O=C(Nc1ccccc1O)c1cccc(N2C(=O)c3ccc([N+](=O)[O-])cc3C2=O)c1	35	4
O=C(Nc1nc(-c2cc3ccccc3oc2=O)cs1)c1ccc(Cl)cc1	4	2
Cc1cccc(N2CCN(C(=O)c3ccc(Br)cc3)CC2)c1C	-1	-1
COc1cccc(CNC(=O)c2cccn3c(=O)c4ccc(Cl)cc4nc23)c1	13	0
O=C(CSC1=NCCS1)Nc1nc2ccccc2s1	-8	-2
O=C(NCCCN1CCCCC1)C1CCN(c2ncnc3c2nc2n3CCCCC2)CC1	0	-9
O=C(NCc1ccccc1)NS(=O)(=O)c1ccccc1Cl	0&0	-83&-3
COc1ccc(Cl)cc1C(=O)N1CCN(c2ccc(Nc3cccnc3)nn2)CC1	14	-1
COc1cccc(CCC(=O)N2CCn3cnnc3C2)c1	0	-6
COc1ccccc1NC(=O)Nc1cccc2cccnc12	-4	-4
O=C(O)c1ccc(S(=O)(=O)NC2CCCC2)cc1	-1	-1
COc1ccccc1-c1cc(C(=O)N2CCCC2c2c(C)noc2C)no1 (stereo unspecified)	12	6
COc1cc(/C=C2\C(=O)NN(c3ccc(Cl)c(Cl)c3)C2=O)cc([N+](=O)[O-])c1O	49	-6
Cc1onc(-c2ccccc2Cl)c1C(=O)Nc1ccccc1Cl	-25	0
Cc1cccc(OCC(=O)N2CCCC2C(=O)NCCc2csc(-c3ccccc3)n2)c1 (stereo unspecified)	25	-3
CC(=O)NC(CCS(C)(=O)=O)C(=O)Nc1ccc(F)c(F)c1 (stereo unspecified)	-3	-6
CCOc1ccc(S(=O)(=O)N2CCC(c3noc(-c4ccccc4)n3)CC2)cc1	-2	-2
Cc1nc(CC(=O)Nc2ccc(F)cc2C)cs1	-1	0
Cc1oc(C2CCN(C(=O)NCCC(C)C)CC2)nc1C(=O)N(C)C	5	4
Cc1ccccc1N1CCN(Cc2ccc(Br)s2)CC1	-15	-8
O=C(NCc1ccccc1F)c1cc2sccc2n1CC1CC1	-4	-4
Cc1ccc(C(=O)N2CCN(C)CC2)c(Cl)c1	-6	-4
COc1ccc(-c2nnc(NC(=O)c3ccc(S(=O)(=O)N4CC(C)OC(C)C4)cc3)o2)cc1 (stereo unspecified)	28	-8
Cc1csc(NC(=O)CSc2nnc(NC(=O)Cc3ccc(F)cc3)s2)n1	0	-3
Cc1noc(C)c1C1CCCN1C(=O)c1cc(-c2cccc(Cl)c2)on1 (stereo unspecified)	15	0
CCCCCC1COC(c2ccc(-c3ccc(C)c(N)c3)o2)OC1 (stereo unspecified)	16	-7
O=C(CSc1nc2ccccc2s1)c1cccs1	-34	0
O=C(c1cc2ccccc2o1)N1CCN(c2ccc(Cl)cc2[N+](=O)[O-])CC1	57*	4
COc1ccccc1NC(=O)CSc1nc2[nH]ncc2c(=O)n1-c1ccccc1	7	5
Cc1ccc(CCNC(=O)CCN2N=C(c3ccc(C)cc3)CCC2=O)cc1	24	-28
Cn1c(CSc2ncccn2)nnc1SCC(N)=O	-6	2
CCc1ccc(Nc2nc3ccccc3c(=O)s2)cc1	5	-6
CSc1nc2ccccc2n1CC(=O)NC(c1ccccc1)c1ccccc1	57*	0
COc1ccc(CCNC(=O)C2CCCN(S(=O)(=O)N3CCC(C)CC3)C2)cc1OC (stereo unspecified)	-10	-16
O=C(CC1CCN(S(=O)(=O)c2ccc(Cl)s2)CC1)NCC1CCCO1 (stereo unspecified)	-10	-3
COc1ccc(C(CC(=O)NC2CCCCC2)c2ccccc2)cc1 (stereo unspecified)	-1	-3
N#CCCNC(c1ccc(Br)cc1)C(NCCC#N)c1ccc(Br)cc1 (stereo unspecified)	-2	-4
Cc1cccc(-n2cc(C3CCN(C(=O)Nc4ccc5c(c4)OCO5)CC3)cn2)c1	40	-8
OC(C#CC1CC1)c1ccco1 (stereo unspecified)	100*	-8
c1ccc(Cn2c(CSc3nc4ccccc4o3)nc3ccccc32)cc1	-1	.
Cc1ccccc1OCC(=O)Nc1ccc([N+](=O)[O-])cc1Cl	-2	-5
COc1cccc(-n2c(=O)c3sccc3n(Cc3ccccc3F)c2=O)c1	4	-2
Cc1ccc(NC(=O)N2CCC(c3nc4ccncc4n3C(C)C)C2)c(Cl)c1 (stereo unspecified)	10	0
COc1ccccc1C1C2=C(CC(C)(C)CC2=O)Nc2nc(C(F)(F)F)nn21 (stereo unspecified)	-3	-4

(next part)
SMILES	mHTT-CaM PPI inh	Pf apPOL block
CC(=O)Nc1ccc(S(=O)(=O)NC2=NCCS2)cc1	2	1
CCn1cc2c(c1-c1ccccc1)c(=O)n(C)c(=O)n2C	-4	6
Cc1noc(C)c1S(=O)(=O)N1CCC(C(C)C(=O)NCc2ccccc2Cl)CC1 (stereo unspecified)	0	-1
Cc1nc2c(NC(=O)CN(C)C)cccn2n1	-6	-6
Cc1cccc(NC(c2ccccn2)c2ccc3ccc(C)nc3c2O)n1 (stereo unspecified)	99*	-3
O=C(NC1CCCC1)C1c2ccccc2C(=O)N1Cc1ccccc1 (stereo unspecified)	-2	-6
COc1ccc(-c2cc(-c3ccccc3)nc(=O)[nH]2)cc1	3	-6
O=C(NCc1cccs1)C(=O)NCC(O)(c1ccccc1)C(F)(F)F (stereo unspecified)	-6	-9
Ic1cccc(CSc2nnnn2-c2ccc3c(c2)OCO3)c1	-14	-3
CCSC1=N/C(=C\c2ccc(C)s2)C(=O)S1	-1	-72
Nc1c(C(=O)NC2CCCC2)nnn1-c1cccc(C(F)(F)F)c1	-4	5
O=C(CN1CCN(c2ccc(F)c(F)c2)C1=O)N1CCN(c2ccccn2)CC1	-8	-1
COc1ncc(C(=O)Nc2cc(C)ccc2C)c(C)n1	-4	-1
Cc1ccc(S(=O)(=O)N(CCC#N)CCN2CCCC2)cc1	-4	8
COCCCNC(=O)c1c[nH]c2ccc(S(=O)(=O)N3CCC4(CC3)OCCO4)cc2c1=O	17	5
Cc1cc(C)cc(NS(=O)(=O)c2cc3n(c2)CCCNC3=O)c1	-3	10
CCNS(=O)(=O)c1cccnc1Nc1cccc(C)c1	-24	-6
OC1CCCN(CC2CC=CCC2)C1 (stereo unspecified)	-1	2
CC(=O)Nc1cccc(N2CC(C(=O)Nc3cccc(C#N)c3)CC2=O)c1 (stereo unspecified)	-3	-3
O=c1/c(=C/c2cccs2)sc2nnc(-c3ccccc3Cl)n12	2	-4
O=C(Nc1nnc(CCS(=O)(=O)c2ccc(Cl)cc2)s1)c1ccc(Cl)cc1	2	2
COc1ccc(C2CCCN2C(=O)Nc2ccc(C)cc2Cl)cc1 (stereo unspecified)	-2	-6
CC(=O)Nc1ccc(C2(C(=O)NCc3cccs3)CCCCC2)cc1	-13	-5
CCCCN(C)C(=O)c1cc2cc3ccc(OC)cc3nc2o1	-7	-5
COc1ccccc1NC(=O)c1ccc(Br)cc1F	-32	3
O=C(CSCc1ccc(Cl)cc1)Nc1ccc(C(=O)O)cc1	-1	-88
Cc1ccc(N2N=NC3C(=O)N(c4ccc(F)cc4)C(=O)C32)c(C)c1 (stereo unspecified)	-2	-1
O=C(O)c1ccc(C2CCNCC2)cc1	-2	0
COc1ccc(C(=O)Nc2ccc(Cc3ccncc3)cc2)cc1[N+](=O)[O-]	-2	1
CSc1nnc(-c2nn(C)c3c2CN(C(=O)c2ccc(Br)cc2)CC3)n1C	0	-2

One compound at a time, as listed above. Values in the order: mHTT-CaM PPI inh, Pf apPOL block
O=C(Nc1nnc(CCS(=O)(=O)c2ccc(Cl)cc2)s1)c1ccc(Cl)cc1 is listed as 2, 2
O=C(CSCc1ccc(Cl)cc1)Nc1ccc(C(=O)O)cc1 is listed as -1, -88
O=C(O)c1ccc(C2CCNCC2)cc1 is listed as -2, 0
CCCCN(C)C(=O)c1cc2cc3ccc(OC)cc3nc2o1 is listed as -7, -5
CC(=O)Nc1ccc(C2(C(=O)NCc3cccs3)CCCCC2)cc1 is listed as -13, -5

Hits appear at their usual frequency; about 3.5% have a hit in one of these screens.
